# mHTT-CaM PPI inh: disrupts binding of mutant huntingtin to calmodulin; hit rate 3.6% among 190,000; AID 1671202; inhibition, % at 15 µM; P42858; AlphaScreen His-mHTT/GST-CaM binding, luminescence;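 further: 0% = both proteins with DMSO and 100% = one protein alone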
# Pf apPOL inh: Pf-apPOL DNA polymerase inhibition; Recombinant Pf-apPOL, molecular beacon fluorescence, 1.5 h; inhibition, % at 10 µM; hit rate 0.25% among 210,000
# Numbers without * were called inactive; nt = no result given; & = joins results of further samples; ! = a repeat was not active. No stated cut-off is given here; in the data, active means inhibition above about 50%; inactive means the rest.
SMILES,mHTT-CaM PPI inh,Pf apPOL inh
N#Cc1cccc(CN2CCCC2c2nc(-c3ccccc3)n[nH]2)c1 (centres undefined),0,-5
COc1ccccc1N(CC(=O)NC1CCCCCC1)S(=O)(=O)c1ccccc1,4,-9
COc1ccc(C(=O)N2CCN(Cc3noc4ccccc34)CC2)cc1,-2,0
CC(=O)NCc1csc(C2CCCN(S(=O)(=O)Cc3ccc(C)c(C)c3)C2)n1 (centres undefined),5,-4
O=C(O)C1Cc2ccccc2O1 (centres undefined),nt,1
O=S(=O)(c1ccc(-c2csc(=Nc3ccc(F)cc3)n2CCCO)cc1)N1CCOCC1,47,-2
Cc1ccc(C)c(CSc2ncc(CO)n2Cc2ccc(F)cc2)c1,23,-6
O=[N+]([O-])c1ccc(NCCNS(=O)(=O)Cc2ccccc2)cc1,6,-4
CCOC(=O)c1cn(C2CN(S(=O)(=O)c3cccc(Br)c3)C2)nn1,0,1
COc1ccc(CCNC(=O)CC2CCN(C(=O)C3CCCCC3)CC2)cc1OC,5,-5
COc1cc(C)nc2ccc(NC(=O)Nc3cccc(Cl)c3)cc12,11,26
O=C(c1cn2ccnc(-c3ccc(F)cc3)c2n1)N1CCOCC1,-3,-2
CC(NC(=O)c1cc([N+](=O)[O-])cc2c1-c1ccc([N+](=O)[O-])cc1C2=O)c1ccccc1 (centres undefined),9,-13
COc1ccccc1Nc1nc(-c2ccc(F)cc2)cs1,16,-3
O=C(COc1ccc(Cl)cc1)Nc1c2c(nn1-c1ccc(F)cc1)CS(=O)(=O)C2,5,8
Cc1onc(-c2c(Cl)cccc2Cl)c1C(=O)n1nnc2ccccc21,2,-5
COc1cccc(CNC(=O)CN2C(=O)NC3(CCCCC3)C2=O)c1OC,1,-3
Cc1ccc2c3c([nH]c2c1)C(=O)CC(C)(C)S3,-1,-13
CCOC(=O)c1csc(C2COc3ccccc3O2)n1 (centres undefined),nt,-8
COc1ccc(C2CCCN2C(=O)c2cc(-c3ccccc3)no2)cc1 (centres undefined),-12,-2
O=C(C1CCCN(Cc2c[nH]c3ccccc23)C1)N1CCCCCC1 (centres undefined),11,9
O=C(c1cc(-c2ccco2)n(C2CCS(=O)(=O)C2)n1)N1CCN(c2ccccn2)CC1 (centres undefined),-3,-5
Cc1ccc(N2CCN(c3ccc(N4C(=O)COCC4=O)cc3[N+](=O)[O-])CC2C)cc1 (centres undefined),11,-14
O=C(Nc1nc2ccccc2s1)c1ccc(S(=O)(=O)NCc2cccs2)o1,-16,-6
COc1cccc(NS(=O)(=O)CC23CCC(CC2=O)C3(C)C)c1 (centres undefined),-5,5

# Reformatted: 4 of the compounds above.
N#Cc1cccc(CN2CCCC2c2nc(-c3ccccc3)n[nH]2)c1 (centres undefined)
  mHTT-CaM PPI inh = 0 | Pf apPOL inh = -5
COc1ccccc1N(CC(=O)NC1CCCCCC1)S(=O)(=O)c1ccccc1
  mHTT-CaM PPI inh = 4 | Pf apPOL inh = -9
COc1ccc(C(=O)N2CCN(Cc3noc4ccccc34)CC2)cc1
  mHTT-CaM PPI inh = -2 | Pf apPOL inh = 0
CC(=O)NCc1csc(C2CCCN(S(=O)(=O)Cc3ccc(C)c(C)c3)C2)n1 (centres undefined)
  mHTT-CaM PPI inh = 5 | Pf apPOL inh = -4

# The listing picks up, repeating the four entries before the break.
SMILES,mHTT-CaM PPI inh,Pf apPOL inh
O=C(c1cc(-c2ccco2)n(C2CCS(=O)(=O)C2)n1)N1CCN(c2ccccn2)CC1 (centres undefined),-3,-5
Cc1ccc(N2CCN(c3ccc(N4C(=O)COCC4=O)cc3[N+](=O)[O-])CC2C)cc1 (centres undefined),11,-14
O=C(Nc1nc2ccccc2s1)c1ccc(S(=O)(=O)NCc2cccs2)o1,-16,-6
COc1cccc(NS(=O)(=O)CC23CCC(CC2=O)C3(C)C)c1 (centres undefined),-5,5
CC(C)(C)n1nc2c(c1NC(=O)c1ccco1)CS(=O)C2 (centres undefined),2,6
O=c1[nH]cnc2c1oc1ccc(Br)cc12,-5&10,-3
Cc1c(Cl)cccc1NC(=O)CSCc1ccc([N+](=O)[O-])cc1,4,-4
CCOC(=O)c1oc2cc(OS(C)(=O)=O)ccc2c(=O)c1-c1ccc(Br)cc1,2,0
NC(=O)c1nn(-c2ccccc2)nc1NC(=O)CSc1nnnn1-c1ccccc1F,0,3
COc1ccc(C(=O)NCc2cccnc2OC)cc1F,-3,1
CC(=O)Nc1c(C)ccc(S(=O)(=O)N2CCCCC2)c1C,3,-3
Cc1[nH]nc2c1C1(C(=O)N(C)c3ccccc31)C(C#N)=C(N)O2 (centres undefined),1,14
Cc1ccc(-c2nc(C(=O)Nc3ccccc3Cl)cs2)n1C,-5,4
COc1ccc(C(=O)Nc2ccc([N+](=O)[O-])cc2)cc1I,4,-12
CCCC(=O)NCCc1nc2ccccc2n1Cc1ccccc1F,2,-1
O=C(c1cc2ccccc2c(=O)s1)N1CCc2ccccc2C1,1,-4
CCc1ccc(CNC(=O)c2ccc3c(c2)N(C)C2CCCCN2C3=O)cc1 (centres undefined),-42,-14
O=C(NNS(=O)(=O)c1ccccc1)c1csc2ccc(Cl)cc12,nt,-12
Cc1ccc(C)c(NCN2C(=O)c3cc(Cl)c(Cl)cc3C2=O)c1,8,1
O=[N+]([O-])c1ccc(N2CCN(S(=O)(=O)c3ccccc3)CC2)cc1NCC1CCCO1 (centres undefined),6,-6
Cc1c(-c2nnnn2-c2ccc(F)cc2)cnc2cc3c(cc12)OCO3,nt,8
CCc1noc(C2CCCCN2C(=O)c2ccncc2)n1 (centres undefined),2,-7
O=C(CSc1n[nH]c(=O)n1-c1cccnc1)Nc1ccccc1,nt,-14
COc1ccc(NC(=O)N2CCC(N3CCN(Cc4ccc(C)cc4)C3=O)CC2)cc1,18,-7
O=C1CCCC(O)=C1C1=NC2(CCCCCC2)Cc2ccccc21,-4,-4
Cc1ccc2nc(-c3ccc(Br)cc3)oc(=O)c2c1,-9,-3
O=C(CCC1CCN(c2cc(NC3CC3)ncn2)CC1)NCCN1CCCCC1,9,0
CC1CN(c2ccc(Br)cc2)NC1=O (centres undefined),5,-3
O=C(Cn1cc(-c2ccc(F)cc2)oc1=O)NCc1ccccc1,-8,-2

# Of the compounds above, 4 contain a furan ring, fused or not:
SMILES,mHTT-CaM PPI inh,Pf apPOL inh
O=C(c1cc(-c2ccco2)n(C2CCS(=O)(=O)C2)n1)N1CCN(c2ccccn2)CC1 (centres undefined),-3,-5
O=C(Nc1nc2ccccc2s1)c1ccc(S(=O)(=O)NCc2cccs2)o1,-16,-6
CC(C)(C)n1nc2c(c1NC(=O)c1ccco1)CS(=O)C2 (centres undefined),2,6
O=c1[nH]cnc2c1oc1ccc(Br)cc12,-5&10,-3

# Next part.
SMILES,mHTT-CaM PPI inh,Pf apPOL inh
CCc1nc(C2CCN(Cc3cccc(C#N)c3)CC2)n[nH]1,8,3
CSc1nnc(-c2nn(C)c3c2CN(C(=O)c2c(F)cccc2F)CC3)n1C,-3,-4
COc1ccc(-c2ccc(=O)n(CCCNC(=O)c3ccc(C(F)(F)F)cc3)n2)cc1,-18,-10
CCSc1nnc2c(n1)OC(c1sccc1C)N(C(C)=O)c1ccccc1-2 (centres undefined),19,-1
Cc1nnc(SCC(=O)Nc2ccccc2)s1,-4,3
CCCCS(=O)(=O)N1CCC(c2nc3cccnc3n2CC)C1 (centres undefined),-1,-3
CSc1nnc2c(n1)OC(c1cccc(F)c1)N(C(C)=O)c1ccccc1-2 (centres undefined),5,-5
CC(=O)Nc1ccc(Cl)c(NC(=O)c2ccco2)c1,-1,-5
CNC(=O)CN(c1cccc([N+](=O)[O-])c1)S(=O)(=O)c1ccccc1,-1,-14
C=CCNC(=O)C(=O)NCC1OCCCN1S(=O)(=O)c1cc(F)ccc1F (centres undefined),-1,3
Cc1c(C(=O)NC(=O)NCCC(C)C)c(Cl)nc(Cl)c1[N+](=O)[O-],1,2
O=S(=O)(O)c1ccc(O)c2ncccc12,100*,-5
O=C(NC1CCCCC1)C1c2ccccc2C(=O)N1Cc1ccc2c(c1)OCO2 (centres undefined),9,-6
Cc1ccc2oc(=O)c(C(=O)O)cc2c1,-6,-11
O=C(Nc1ccc(CC(=O)N2CCOCC2)cc1)c1cc(Br)ccc1Cl,-14,-2
COc1cc(CNC(=O)C2CCCC2)cc(OC)c1OC,-6,0
Cc1cccc(-n2cnc(C(=O)NCc3ccccc3F)n2)c1,-2,-3
COc1ccccc1Oc1ncnc(-c2ccccc2C(F)(F)F)c1N,-4,-5
O=C(CC1OCC2CCCN2C1=O)Nc1ccc([N+](=O)[O-])cc1 (centres undefined),5,2
CCn1c(=O)c2ccnn2c2ccc(C(=O)NCc3ccc(F)cc3)cc21,-2,-1
CCOc1cccc(OCCCOc2ccccc2C(C)=O)c1,-69,-2
Cc1ccc(C)c(N(CC(=O)N2CCOCC2)S(C)(=O)=O)c1,0,-4
CCN(CCN(C)C)c1ccc(-c2nc(-c3cccc(F)c3)no2)cn1,6,-3
CCOc1ccc(NC(=O)CSc2nnc(CNC(=O)c3c(F)cccc3Cl)o2)cc1,3,-3
Cc1ccc(CNC(=O)c2cccc([N+](=O)[O-])c2C)cc1,-2,-9
SMILES,mHTT-CaM PPI inh,Pf apPOL inh
CC(C)n1c(=O)c(NCc2ccccc2Br)nc2ccncc21,1,2
CCOc1ccc(N2C(=O)Nc3ccc(Br)cc3C2(O)C(=O)NC2CC2)cc1 (centres undefined),3,-9
Cc1ccc(-c2cnc(N3CCCC(C(=O)NCC(C)C)C3)nc2)cc1 (centres undefined),-8,1
O=C1N(c2cccc(F)c2)c2ncccc2S(=O)(=O)N1Cc1ccccc1,-4,-2
Cc1cccc(NC(=O)CCSc2ccc(Cl)cc2)c1,-37,2
CN1CCN(C(CNC(=O)NCc2cccs2)c2ccc(F)cc2)CC1 (centres undefined),-10,-9
N#Cc1ccc(C(=O)NCC2CCN(c3cc(-c4cccnc4)[nH]n3)CC2)cc1,9,-2
COc1cc(C(CCN2CCOCC2)c2c(OC)cc(OC)c3ccc(=O)oc23)cc(OC)c1OC (centres undefined),29,-14
COc1cccc(OCCCOc2ccc(F)cc2)c1,-173,-3
Cc1cccc(COC[C@H](Cc2ccccc2)N2CCN(C(=O)c3cccc(C)c3)CCC2=O)c1,81*!,-2&-9
COCCn1cc2c3c(cccc31)CN(C(=O)Nc1ccc(OC)c(F)c1)CC2,0,3
COc1cc(C)nc(NCc2ccccc2)n1,-19,2
COc1ccccc1N1CCN(C(=O)c2cccnc2SCc2ccccc2C)CC1,2,-3
O=C1c2ccccc2C(=O)N1CNc1ccc(F)c(Cl)c1,-2,0
O=C(NCc1cccnc1-c1ccc(F)cc1)c1cccs1,-12,-3
COc1cc(OC)c(NC(=O)COc2nc(C)nc3ccccc23)cc1Cl,-10,2
CCOC1CCN(C(=O)NC(C)C)CC1,-2,-1
Cc1cccc(C(=O)Nc2cc(-c3cccnc3)no2)c1,-10,1
Cc1csc2sc(C(=O)N=S(C)(=O)c3ccc(Cl)cc3)c(C)c12 (centres undefined),nt,7
CCCOc1ccc(NC(=O)C(=O)NCC(C)c2ccccc2)cc1 (centres undefined),-4,2
Cc1ccc(C2CCCN2C(=O)c2cccc(F)c2)cc1 (centres undefined),-6,-2
O=C(Nc1ccc(S(=O)(=O)Nc2nccs2)cc1)c1ccc(Cl)cc1[N+](=O)[O-],14,-6
CC1CCC2(CC1)C(C#N)=C1SCCCN1C(=O)C2C#N (centres undefined),2,-8
CCC(C)NC(=O)c1ccc2c(c1)Sc1ncccc1C(=O)N2CC (centres undefined),-4,-7
Cc1ccc(CC(=O)N2CCc3[nH]nc(C(=O)NC(C)C)c3C2)cc1,4,-8
SMILES,mHTT-CaM PPI inh,Pf apPOL inh
Cc1cc(C)nc(Oc2ccc(Br)cc2Br)n1,-12&-12,-4
COc1ccc(N2C(=O)CSC2c2ccccc2Br)cc1Cl (centres undefined),-13,-1
Cc1sc(/C=C(/C#N)C(N)=S)cc1Br,33,nt
O=C(c1ccc2snnc2c1)N1CCN(c2ccccn2)CC1,-10&2,9&-1
Cc1cc(C)cc(NC(=O)c2cc(S(=O)(=O)N3CCc4ccccc4C3)ccc2F)c1,3,0
Cc1ccc(-c2cncc(C(=O)NC3CCCCCC3)c2)cc1,-6,2
O=C(CC1CCCC1)N1CCN(Cc2nc3ccccc3[nH]2)CC1,-4,-6
Cc1nn(C(=O)c2ccc([N+](=O)[O-])cc2)c(C)c1N=Nc1ccc(Cl)cc1,nt,4
O=C(NC1CCCCC1)C1CCN(c2nc3ccccc3o2)CC1,-9,-15
CCOC(=O)[C@]12Cc3c(cc(OC)c(OC)c3OC)[C@H]1N(C1CCCCC1)C(=O)c1cc(OC)ccc12,18,-2
Cc1nnc(NC(=O)Cn2c(=O)oc3ccccc32)nc1C,-5,-2
COC(=O)C(N)c1ccccc1OC (centres undefined),-5,2
C1CC2CN(C3C4CC5CC(C4)CC3C5)CCN2C1 (centres undefined),-8,-3
Cc1cccc(N(S(=O)(=O)c2ccc(F)cc2)S(=O)(=O)c2ccc(F)cc2)n1,-4,14
Cc1nc2ccccc2n1CC(O)COc1ccc(C(C)C)cc1 (centres undefined),5,0
O=C(c1ccc(Cn2nnc3ccccc3c2=O)cc1)N1CCN(C(=O)c2ccco2)CC1,14,-12
CC(C)(C)c1ccc(-c2cc(=O)c3cc(N)ccc3o2)cc1,38,-4
Cn1c(=O)c2c(nc(Oc3ccc4c(c3)OCO4)n2Cc2ccc(Cl)cc2)n(C)c1=O,-5,-2
CCc1noc(-c2cccnc2N2CCCN(C(=O)c3cccc(F)c3)CC2)n1,-5,-6
O=S(=O)(Nc1ccc(Cl)cc1)c1c[nH]c2ncccc12,-6,0
CCOc1ccc(S(=O)(=O)Nc2cccc(Cl)c2)c2cccnc12,17,-4
COc1ccc(OC)c(CNC(=O)C2CCCN(c3nccnc3Oc3ccccc3)C2)c1 (centres undefined),2,-7
O=C(CCn1c(N2CCCC2)nc2ccccc2c1=O)NCc1ccc(F)cc1,4,-3
CCCCCCN1C[C@@H](n2cc(C3CC3)nn2)[C@H](O)C[C@@H]1c1ccc(OC)cc1,36,0
CCc1ccc(NC(=O)C2CCN(c3cc(=O)n(C)c(=O)n3C)CC2)cc1,42,4
CCCC1c2cccn2CCN1C(=O)NCc1cccc(OC)c1 (centres undefined),8,-2
Cc1ccc(Cc2c(C)nc(C)nc2N2CCN(C(=O)c3cccs3)CC2)cc1,11,2

# Bioassay records: PubChem, University of Kansas High Throughput Screening Laboratory

# Not all compounds are listed; rates above refer to the full screens.
